# Source: PubChem BioAssay
# NR2E3 ag-1: agonists of human nuclear receptor NR2E3; Q9Y5X4; GST-NR2E3/biotin-RetCOR TR-FRET, 1536-well; inhibition of corepressor binding, % at 4.78 µM; 320,000 compounds, 0.12% hits; AID 2300;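 active = percent inhibition above the cutoff of mean plus 3 SD of all tested compounds, set per screening campaign, cut at about 20% in these data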;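 note: 0% = DMSO wells and 100% = biotin wells as full block of FRET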
# Target sequence (Q9Y5X4 whole entry, looked up): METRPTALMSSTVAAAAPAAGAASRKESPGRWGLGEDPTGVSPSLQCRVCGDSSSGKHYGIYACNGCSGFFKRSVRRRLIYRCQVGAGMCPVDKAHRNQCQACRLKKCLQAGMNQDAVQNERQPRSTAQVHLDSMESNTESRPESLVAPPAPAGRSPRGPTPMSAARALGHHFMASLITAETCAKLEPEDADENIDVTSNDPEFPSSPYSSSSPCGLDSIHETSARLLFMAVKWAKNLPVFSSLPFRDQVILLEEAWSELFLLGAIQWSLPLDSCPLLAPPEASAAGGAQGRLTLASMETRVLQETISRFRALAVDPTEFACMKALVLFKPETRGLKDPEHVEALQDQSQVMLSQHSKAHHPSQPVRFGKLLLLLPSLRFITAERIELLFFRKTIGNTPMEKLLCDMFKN
#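 System: GST-tagged NR2E3 plus biotinylated RetCOR corepressor; Buffer or medium: pH 7.5 Tris-based buffer; Probe or stimulus: RetCOR corepressor, biotinylated, 7 nM; Doses: compound at 4.8 µM, single dose; Schedule: 5 h incubation at 4 °C; Technique: time-resolved FRET; Evaluation: percent inhibition of TR-FRET ratio; Replication: one well per compound, singlicate testing.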
# Exocytosis inh: blocks lytic granule exocytosis | 360,000 compounds, 0.66% hits | TALL-104 LAMP-1 surface exposure, flow cytometry; cells stimulated with thapsigargin and PMA | AID 651702 | inhibition, % at 10 µM;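 active = inhibition above about 55%, limit read from the data; inconclusive = no clear call, values can overlap the other calls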
# Peg3 prom inh: reduces Peg3 promoter-driven luciferase expression in HeLa | HeLa PEG-Prom luciferase reporter, luminescence, overnight | inhibition, % at 20 µM | 360,000 compounds, 1.7% hits | AID 588405;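 active = inhibition of at least 50% at 20 µM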
# aDG glyco up: alpha-DG glycosylation activation. Pro5-aDG cells, alpha-DG glycosylation AlphaScreen (IIH6); 0% Pro5, 100% B10-LARGE cell signal. activation, % at 10 µM. 360,000 compounds, 0.22% hits;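 active = activation of at least 8% versus controls, or a plate z-score of at least 8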;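 note: Pro5 are CHO cells carrying HIG-tagged alpha-DG that lacks glycosylation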
# NR2E3 ag-2: agonists of human NR2E3 nuclear receptor | Q9Y5X4 | CHO-S Gal4-NCOR/VP16-NR2E3 two-hybrid, luciferase | 360,000 compounds, 0.35% hits | AID 602229 | inhibition of corepressor binding, % at 3.98 µM;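 active = inhibition above the mean of all tested compounds plus 3 SD, cut at about 70% in these data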;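 note: 0% = DMSO with NR2E3 transfected cells and 100% = cells lacking NR2E3 construct; higher means lower luciferase signal from less NR2E3 corepressor binding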
# Vif inh: HIV Vif inhibition; HEK293T cells, Vif self-association by quenched fluorescence, imaging, 24 h; 340,000 compounds, 0.35% hits; inhibition, % at 7.49 µM; in the data active = inhibition above about 50%, passing the limit was not always enough; inconclusive = no clear call, values can overlap the other calls; inactive = below about 31%; note: some results filed as inactive read as strong as hits
# iPSC survival up: hiPSC single-cell survival enhancement | ATPlite luminescence; 100% = ROCK inhibitor wells, 0% = DMSO | survival enhancement, % at 20 µM | 360,000 compounds, 0.044% hits | AID 602274; in the data active = survival enhancement above about 18%;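 note: cells exposed to compounds for 16 hours before the ATP read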
# PDI turbidity: blocks human protein disulfide isomerase activity; AID 588391; 350,000 compounds, 0.052% hits; inhibition, % at 10 µM; P07237; PDI insulin aggregation turbidity, A650, 90 min;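 active = mean inhibition across replicates of 30% or more, whatever share of single replicates reach that level; inconclusive = mean inhibition below 30% while every single replicate reaches 30%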;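 note: absorbance from insulin aggregation driven by PDI reduction with DTT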
# Target sequence (P07237 whole entry, looked up): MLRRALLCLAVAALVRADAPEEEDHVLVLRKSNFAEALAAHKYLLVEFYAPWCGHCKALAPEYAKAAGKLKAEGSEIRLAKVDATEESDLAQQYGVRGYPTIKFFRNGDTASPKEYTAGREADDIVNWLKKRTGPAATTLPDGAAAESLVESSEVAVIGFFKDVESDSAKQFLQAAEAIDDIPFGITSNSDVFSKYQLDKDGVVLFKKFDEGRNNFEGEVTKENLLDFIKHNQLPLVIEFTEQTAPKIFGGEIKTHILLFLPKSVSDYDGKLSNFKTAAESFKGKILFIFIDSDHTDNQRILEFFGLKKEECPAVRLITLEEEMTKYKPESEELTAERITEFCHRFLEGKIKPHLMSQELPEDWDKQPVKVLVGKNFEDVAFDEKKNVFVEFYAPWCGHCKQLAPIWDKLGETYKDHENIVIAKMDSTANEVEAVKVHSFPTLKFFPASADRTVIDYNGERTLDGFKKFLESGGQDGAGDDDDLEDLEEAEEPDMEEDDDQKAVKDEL
# CaV13 FRET inh: Disruptors of the CACNA1D IQ motif to Ca2+-dependent inactivation inhibitor domain association, primary screening, Förster resonance energy transfer in intact living …; HEK cells, CFP/YFP FRET ICDI-IQ, plate reader, 10 min; percent FRET-ratio fall versus neutral wells; inhibition, % at 12.3 µM; 340,000 compounds, 0.098% hits; AID 743397;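 active = mean replicate inhibition of at least 30% and at least 1% of replicates passing that level; inconclusive = only one of the two criteria is met; inactive = neither criterion is met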;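 note: 0% = median of the neutral control wells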
# HIF-2a block: HIF-2a inhibition; 360,000 compounds, 0.72% hits; AID 624352; inhibition, % at 18.8 µM; 786-0 RCC cells HIF-2a reporter, luciferase luminescence, overnight;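 active = inhibition of the luminescence signal of 40% or more relative to plate controls, in a single-dose primary screen at 18.75 µM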
# MITF TRPM1 inh: MITF TRPM1 promoter inhibition in SK-MEL-5 cells. inhibition, % at 12.5 µM. 330,000 compounds, 0.83% hits. AID 488899. SK-MEL-5 TRPM1 promoter luciferase, 24 h;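 active = mean inhibition across replicates of 60% or more, whatever share of single replicates reaches that level; inconclusive = some that reach 60%, reason not given; inactive = mean inhibition across replicates below 60%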; note: values of inactives mirror those of a sister screen read the other way
# Starred values were filed as active, the others as inactive; ? = inconclusive; . = not tested or not shown.
SMILES,NR2E3 ag-1,Exocytosis inh,Peg3 prom inh,aDG glyco up,NR2E3 ag-2,Vif inh,iPSC survival up,PDI turbidity,CaV13 FRET inh,HIF-2a block,MITF TRPM1 inh
O=C(CSc1nnc2ccccn12)N1CCc2ccccc21,-3,3,-224,-0.2,-120,-5,-0.6,0,-3,-214,-44
Cc1cccc2cc(CN(Cc3ccccc3)C(=O)N(C)C)c(=O)[nH]c12,0,-3,-16,0.0,3,.,8.3,5,-6,14,-13
CCOc1ncccc1C(=O)OCc1cn2cc(Cl)ccc2n1,5,-1,3,0.0,24,2,-4.1,2,.,-8,-4
O=c1c2c(ncn2C2CCCC2)n(Cc2ccccc2)c(=O)n1CCOc1ccccc1,0,-6,10,0.0,-13,11,4.5,-17,-5,18,1
CCOC(=O)C1CCN(c2cc3c(cc2NC(=O)c2ccc(OC)c(OC)c2)n(C)c(=O)n3C)CC1,3,41,45,-0.3,-21,14,0.1,-1,-6,-9,5
CCC1CCCCN1CCCNC(=O)Cn1cnc2sc(C)c(S(=O)(=O)N3CC(C)CC(C)C3)c2c1=O (configuration not stated),1,3,7,-0.1,-8,25,0.0,10,.,18,13
O=C(c1ccc(Cl)cc1)c1coc2ccc(O)cc12,3,-3,-329,0.1,-122,-6,2.2,-8,.,-136,-85
CCOc1cc(-c2c(C#N)c(N)nc3c2CCCC3C)ccc1O (configuration not stated),-2,0,27,0.2,-28,-8,-2.5,6,-9,33,9
CC1C(=O)C(C)C(c2ccc(Br)cc2)NC1c1ccc(Br)cc1 (configuration not stated),-1,-11,37,0.0,-2,-5,0.2,-1,-3,11,7
CSc1nc2ccc(NS(=O)(=O)c3ccccc3F)cc2s1,9,-4,-24,1.1,-39,8,0.8,-5,-5,-42,-22
Cc1ccc(N(CN2CCCC2=O)C(=O)c2ccc(C)c(C)c2)cc1,1,0,-39,0.9,-16,-8,1.6,-2,-5,-75,15
CCSCc1nnc(SCC(=O)Nc2ccc(F)cc2)n1CC,-1,-2,3,0.4,13,-15,0.4,1,-2,-17,1
O=C(CSc1nnc(-c2ccco2)n1Cc1ccco1)NCc1cccs1,1,-1,4,0.4,-18,5,3.3,17,-3,6,14
Cc1nn(CCC#N)c2[nH]c(=O)cc(C(F)(F)F)c12,1,-1,-2,0.0,-3,7,-0.2,1,4,13,7
O=C(O)CCCC(=O)NS(=O)(=O)c1ccc(Cl)cc1,0,0,15,0.3,-8,13,5.2,3,-5,7,1
CCOC(=O)CSC1=C(C#N)C(c2ccccc2Cl)C(C(=O)OC)C(=O)N1 (configuration not stated),4,-1,4,0.1,-1,6,4.3,-3,-6,15,14
CCCCCCCCCCCC(=O)NC(Cc1ccc(OC)c([N+](=O)[O-])c1)C(=O)O (configuration not stated),4,7,17,-0.1,-12,-2,-0.4,6,-20,19,-2
COc1ccc(C(CCc2cc(OC)c(OC)c(OC)c2)NC(C)=O)cc1 (configuration not stated),.,-2,1,-0.3,0,4,0.0,3,-4,1,6
COc1ccc(C(=O)NC(=S)NNC(=O)c2ccccc2O)cc1,2,5,-10,0.2,5,-3,0.1,-5,-4,2,4
COc1ccc2[nH]c3c(=O)n4c(nc3c2c1)SCCC4,0,2,-23,2.2,-30,3,0.1,0,-7,-89,10
COC(=O)c1ccccc1NC(=O)Nc1ccc(C)cn1,3,1,-7,-0.1,6,4,-1.2,4,3,-13,-11
O=C(COC(=O)COc1ccc(Cl)cc1)Nc1ccc(N2CCOCC2)cc1,0,2,-8,-0.4,-5,0,-2.9,13,-4,9,7
N#C/C(=C\c1cccnc1)C(=O)Nc1ccc(C(=O)O)cc1,2,-3,0,0.1,10,-12,0.0,-12,0,10,6
Fc1ccc(CSc2nnc3ccccn23)c(Cl)c1,4,0,-86,0.2,-45,-5,-0.4,4,-1,-156,-32
COC(=O)c1ccc(NC(=O)c2ccco2)cc1,-1,-4,-242,0.0,-130,1,1.2,19,-6,-175,-67
COc1cccc(NC(=O)CN(C)C(=O)C2CC(=O)N(CCc3ccc(OC)c(OC)c3)C2)c1 (configuration not stated),.,-1,12,-0.2,-42,-3,-1.0,6,-6,4,.
CCc1cccc(CC)c1NC(=S)Nc1cccc(Cl)c1Cl,-2,-20,19,-0.1,4,7,-0.6,10,-2,13,9
Cc1ccc(NC(=O)C(NC2CCCC2)c2ccccc2)cc1Cl (configuration not stated),1,4,12,0.6,-25,1,-1.7,6,-6,-9,-4
CC(=O)Nc1ccc(NC(=O)c2cc(=O)c3cc(C)cc(C)c3o2)cc1,-4,2,9,-0.1,10,2,-0.7,2,-17,-3,0
COc1ccccc1NC(=O)C/C(N)=N/OCC(=O)Nc1cccc(Cl)c1,.,-3,-10,0.1,9,-4,0.9,0,-4,9,14
COc1ccc([C@H]2CC(=O)C=C(c3cccc(OCc4ccccc4)c3)C2)cc1,-2,2,2,0.0,-6,.,-3.2,2,-12,5,5
CN(C1=C(NC(=O)c2ccccc2)C(=O)c2ccccc2C1=O)C1CCS(=O)(=O)C1 (configuration not stated),-1,24,-3,4.6,-75,2,-1.4,8,-17,-128,103*
CCc1noc(C)c1C(=O)N(CCC(C)C)c1c(N)n(Cc2ccccc2)c(=O)[nH]c1=O,2,3,-3,-0.3,-14,3,-0.4,-9,-4,2,-4
COC(=O)c1cccc(NC(=O)COc2cccc([N+](=O)[O-])c2)c1,2,-3,-41,-0.1,6,.,-1.4,7,3,-48,-15
O=C(/C(=C/c1cccc(Cl)c1)c1nc2ccccc2[nH]1)c1ccccc1,1,25,109*,-0.5,33,-10,-2.6,0,-5,93*,25
COc1ccc(OCc2nnc(NC(=O)Nc3ccccc3F)s2)cc1,-2,-2,11,0.2,2,-1,0.0,0,-4,20,1
O=C(Nc1cccc(NC(=O)c2ccco2)n1)c1ccco1,2,4,4,0.0,-13,?,-0.2,-44,-5,-7,11
CCO/C(C)=N/n1c2nc3ccccc3nc2c2c(=O)n(CC(C)C)c(C)nc21,-1,0,5,-0.2,-15,.,-4.1,-9,-4,11,7
CC(=O)NC(C)(c1ccccc1)c1nc(-c2cccc(C(F)(F)F)c2)cs1 (configuration not stated),.,-6,12,0.5,10,.,0.7,5,-5,16,.
O=C(NNC(=O)c1cccs1)c1cccc(F)c1,2,9,-23,-0.1,-36,-5,0.2,5,-2,-26,-13
C/C(=N/NC(=O)c1ccc2c(c1)OCO2)c1ccc(NC(=O)c2ccc(F)cc2)cc1,.,-1,-274,-0.2,-129,0,0.0,-11,.,-145,-49

# Reformatted with two lines to a compound: entries from further up.
# Second line of a record – NR2E3 ag-1	Exocytosis inh	Peg3 prom inh	aDG glyco up	NR2E3 ag-2	Vif inh	iPSC survival up	PDI turbidity	CaV13 FRET inh	HIF-2a block	MITF TRPM1 inh
COC(=O)c1ccccc1NC(=O)Nc1ccc(C)cn1
 : 3	1	-7	-0.1	6	4	-1.2	4	3	-13	-11
O=C(COC(=O)COc1ccc(Cl)cc1)Nc1ccc(N2CCOCC2)cc1
 : 0	2	-8	-0.4	-5	0	-2.9	13	-4	9	7
N#C/C(=C\c1cccnc1)C(=O)Nc1ccc(C(=O)O)cc1
 : 2	-3	0	0.1	10	-12	0.0	-12	0	10	6
Fc1ccc(CSc2nnc3ccccn23)c(Cl)c1
 : 4	0	-86	0.2	-45	-5	-0.4	4	-1	-156	-32
COC(=O)c1ccc(NC(=O)c2ccco2)cc1
 : -1	-4	-242	0.0	-130	1	1.2	19	-6	-175	-67
COc1cccc(NC(=O)CN(C)C(=O)C2CC(=O)N(CCc3ccc(OC)c(OC)c3)C2)c1 (configuration not stated)
 : .	-1	12	-0.2	-42	-3	-1.0	6	-6	4	.
CCc1cccc(CC)c1NC(=S)Nc1cccc(Cl)c1Cl
 : -2	-20	19	-0.1	4	7	-0.6	10	-2	13	9
Cc1ccc(NC(=O)C(NC2CCCC2)c2ccccc2)cc1Cl (configuration not stated)
 : 1	4	12	0.6	-25	1	-1.7	6	-6	-9	-4
CC(=O)Nc1ccc(NC(=O)c2cc(=O)c3cc(C)cc(C)c3o2)cc1
 : -4	2	9	-0.1	10	2	-0.7	2	-17	-3	0
COc1ccccc1NC(=O)C/C(N)=N/OCC(=O)Nc1cccc(Cl)c1
 : .	-3	-10	0.1	9	-4	0.9	0	-4	9	14
COc1ccc([C@H]2CC(=O)C=C(c3cccc(OCc4ccccc4)c3)C2)cc1
 : -2	2	2	0.0	-6	.	-3.2	2	-12	5	5
CN(C1=C(NC(=O)c2ccccc2)C(=O)c2ccccc2C1=O)C1CCS(=O)(=O)C1 (configuration not stated)
 : -1	24	-3	4.6	-75	2	-1.4	8	-17	-128	103*
CCc1noc(C)c1C(=O)N(CCC(C)C)c1c(N)n(Cc2ccccc2)c(=O)[nH]c1=O
 : 2	3	-3	-0.3	-14	3	-0.4	-9	-4	2	-4

# Arranged by value in aDG glyco up (smallest number first): 3 from the list above
Molecule | aDG glyco up
COC(=O)c1cccc(NC(=O)COc2cccc([N+](=O)[O-])c2)c1 | -0.1
CSc1nc2ccc(NS(=O)(=O)c3ccccc3F)cc2s1 | 1.1
COc1ccc2[nH]c3c(=O)n4c(nc3c2c1)SCCC4 | 2.2
